From PubChem BioAssay
HCMV inh: inhibitors of human cytomegalovirus; HFF cells, HCMV-luciferase reporter, 72 h; hits give low values; activity change, negative = inhibition, % at 57.5 µM; hit rate 4.5% among 410,000; in the data active = activity change below about -60%; inconclusive = no clear call, values can overlap the other calls; inactive = above about -39%
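Screen run at 2 compound doses on HFFs infected with reporter HCMV, MOI 1 PFU/cell. Luciferase activity from cell lysates at 72 h post infection gave inhibition relative to buffer-only and Salinomycin wells.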
AmpC inh no detg: blocks E. coli AmpC beta-lactamase in detergent-free assay | AID 485341 | P00811 | AmpC nitrocefin hydrolysis, absorbance 480 nm, 0.0001% Triton | hit rate 0.52% among 330,000 | Potency, µM (top dose mostly 57.1 µM), inactives show at the highest dose activity change, negative = inhibition, most hits filed as inhibitors;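 also: potency is read from the fitted curve at half-maximal effect; plate controls were no compound for no effect and no enzyme for full effect; nearly all actives have a fitted effect of over 20% in size; some results filed as inactive show a strong effect at the top dose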
Target sequence (P00811 whole entry, looked up): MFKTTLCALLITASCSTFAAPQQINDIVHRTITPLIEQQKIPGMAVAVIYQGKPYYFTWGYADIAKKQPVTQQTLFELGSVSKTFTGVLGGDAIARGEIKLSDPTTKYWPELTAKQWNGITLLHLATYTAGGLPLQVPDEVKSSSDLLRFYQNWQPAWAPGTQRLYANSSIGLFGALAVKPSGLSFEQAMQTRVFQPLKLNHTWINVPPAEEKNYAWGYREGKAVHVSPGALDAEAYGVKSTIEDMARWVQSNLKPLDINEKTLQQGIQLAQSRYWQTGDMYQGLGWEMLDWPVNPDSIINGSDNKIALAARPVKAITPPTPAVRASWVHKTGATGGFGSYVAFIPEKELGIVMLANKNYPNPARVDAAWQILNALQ
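20 mM phosphate pH 7.0 + 0.01% (detergent screen) or 0.0001% Triton X-100; 5.3 nM AmpC reagent; cpd preinc 15 min RT; nitrocefin (800 uM stock) to start; A480 q20 s × 4 min; Activity was normalised to no-enzyme and no-compound control wells.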
FBPA Giardia inh: inhibitors of Giardia lamblia fructose-1,6-bisphosphate aldolase; A8B2U2; purified Giardia FBPA; Potency, µM (titrated, usually from 59.6 µM), for the others: at the highest dose activity, negative = inhibition, hits mostly inhibitors; hit rate 0.71% among 290,000; also: potency is read from the fitted curve at half-maximal effect; nearly all actives have a fitted effect of over 55% in size
Target sequence (A8B2U2 whole entry, looked up): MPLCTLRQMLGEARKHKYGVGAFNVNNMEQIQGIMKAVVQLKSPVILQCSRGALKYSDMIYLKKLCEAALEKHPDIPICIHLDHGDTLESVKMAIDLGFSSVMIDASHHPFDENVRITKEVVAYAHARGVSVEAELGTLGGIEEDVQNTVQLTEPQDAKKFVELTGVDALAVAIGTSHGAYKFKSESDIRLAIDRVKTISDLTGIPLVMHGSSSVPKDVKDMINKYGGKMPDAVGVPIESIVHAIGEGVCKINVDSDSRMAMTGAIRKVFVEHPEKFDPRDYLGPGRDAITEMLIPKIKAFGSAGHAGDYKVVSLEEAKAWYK
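Giardia FBPA (40 nM reagent) was preincubated 10 min at RT with compound (up to 57.5 uM final), then substrate plus GAPDH/TPI/NAD/arsenate coupling system with diaphorase/resazurin was added; resorufin fluorescence (525/598 nm) was read after 20 min.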
Sm TGR block: S. mansoni TGR enzyme inhibition | Q962Y6 | purified TGR, DTNB reduction, TNB absorbance 405 nm | Potency, µM (series often up to 114 µM), for inactives: at the highest dose activity change, negative = inhibition, usual class: inhibitors | hit rate 3% among 360,000; also: potency is read from the fitted curve at half-maximal effect; nearly all actives have a fitted effect of over 60% in size
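First, TGR (20 nM dispensed) and NADPH were mixed with compound. Second, a 15 min room-temperature incubation followed. Third, further NADPH and then DTNB were added to start the reaction. Finally, TNB absorbance was monitored kinetically.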
AMA1 RON2 block: AMA1-RON2 (P. falciparum) interaction inhibition | AID 720542 | AlphaScreen AMA1-biotinylated RON2 peptide binding | hit rate 0.2% among 360,000 | Potency, µM (highest dose often 58.2 µM), without a hit: at the highest dose activity change, negative = inhibition, usual class: inhibitors;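 also: potency is read from the fitted curve at half-maximal effect; 0% = vehicle wells and -100% = peptide control; nearly all actives have a fitted effect of over 45% in size; some results filed as inactive show a strong effect at the top dose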
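AMA1 (3D7) with his tag at 25 nM final met compounds first, then biotinylated RON2 peptide at 25 nM; detection used donor plus acceptor beads, 10 µg/mL apiece, read by AlphaScreen after 30 min at room temperature.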
AmpC detergent: AmpC beta-lactamase inhibition with detergent present; Potency, µM (doses to about 114 µM), for inactives: top-dose activity change, negative = inhibition, hits mostly inhibitors; P00811; AID 485294; hit rate 0.041% among 370,000; AmpC hydrolysis of nitrocefin, absorbance 480 nm, 0.01% Triton;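 also: potency is read from the fitted curve at half-maximal effect; 0% = no-compound wells and -100% = no-enzyme wells; nearly all actives have a fitted effect of over 25% in size; some results filed as inactive show a strong effect at the top dose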
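AmpC (5.3 nM in the dispensed reagent) in 20 mM phosphate pH 7.0 with 0.01% (detergent screen) or 0.0001% Triton X-100 was preincubated with compounds for 15 min at room temperature. Nitrocefin was then added from an 800 uM solution, and hydrolysis was followed at 480 nm.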
Starred values were filed as active, the others as inactive; ? = inconclusive; / = not tested or not shown; [ ] = remark or other dose. Unless noted, calls follow the shape of the dose curve; as a rule, active = well fitted curve in the direction sought with a large enough effect; inconclusive = small, poorly fitted or top-dose-only effect, or another doubt; inactive = no such curve, though single readings can be large; an effect the other way counts as inactive or inconclusive. Unless noted, % is scaled to controls: 0 for no effect and ±100 for the full control effect.

SMILES	HCMV inh	AmpC inh no detg	FBPA Giardia inh	Sm TGR block	AMA1 RON2 block	AmpC detergent
Cc1ccc(S(=O)(=O)N(CC(=O)Nc2ccccc2C(=O)O)c2ccccc2)cc1	-25	-40%	-4%	-15%	-18%	-1%
Cc1ccc(CNC(=O)CC(C)CC2=NS(=O)(=O)c3ccccc3N2)cc1 (stereo not drawn)	2	/	/	0%	/	-5%
O=C(CNC(=O)C1CCCCC1)OCc1cc(=O)oc2ccc3ccccc3c12	15	-15%	-4%	?	-3%[11.6 µM]	?
O=C(COC(=O)c1ccc2c(c1)S(=O)(=O)c1ccccc1C2=O)NC1CC1	4	-19%	0%	-2%	-3%	-4%
CC1(C)CC2CC(C)(CN2CC(=O)C(C#N)c2ccccc2)C1 (stereo not drawn)	14	-16%	-18%	-12%[11.4 µM]	10%	-11%
CCOc1ccccc1C1CC(c2cccs2)=NN1S(C)(=O)=O (stereo not drawn)	13	-2%	0%	4µM*	2%	-1%
Cc1cccc(N2CCN(C(=O)Cn3cnc4sc(C)c(S(=O)(=O)N5CCN(c6ncccn6)CC5)c4c3=O)CC2C)c1 (stereo not drawn)	-8	/	/	-4%	/	22%
O=c1ccc(NS(=O)(=O)c2ccccc2)cn1Cc1ccc(Cl)c(Cl)c1	15	-22%	?	?	-9%	-5%
CC(=NCc1ccc2c(c1)OCO2)c1c(O)n(-c2ccc(C)cc2)c(=O)[nH]c1=O	13	-1%	3%	3%	24%	3%
N/C(Cc1nc(-c2ccc(Br)cc2)cs1)=N\O	-26	-29%	3%	4%	-12%	1%
CCOc1cc2c(cc1OCC)-n1cccc1C(c1ccccc1F)NC2 (stereo not drawn)	0	116%[activator]	-7%	7%	?	1%
O=C(CCC(=O)OCC(=O)c1ccc(Cl)cc1)NC1CCCCC1	-105*	23%	/	-21%	-2%	-6%
COc1cccc(NC(=O)c2ccc(Cn3cc([N+](=O)[O-])cn3)o2)c1	0	-28%	-1%	1%	1%	-5%
Cc1nnc(SCCn2c(N3CCN(C)CC3)nc3c2c(=O)[nH]c(=O)n3C)s1	-6	-12%	0%	?	-3%	-14%
CCOC(=O)c1cnc2c(C(=O)OC)cccc2c1NCc1cccnc1	-15	21%	-21%	/	-14%	0%
COCCN(CC(=O)Nc1cccc(C)c1C)C(=O)c1cc(-c2ccncc2)nc2ccccc12	12	110%[activator]	/	-8%	8%	?
O=C(CCSCCc1ccccn1)Nc1c(F)c(F)c(F)c(F)c1F	?	-26%	0%	-10%	-10%	-10%
COc1ccccc1N1CCN(CCCNC(=O)c2cnn(-c3ccc(C)c(C)c3)c2C2CCN(C(=O)OC(C)(C)C)CC2)CC1	0	/	/	-1%	/	-4%
Cc1ccc(Cl)cc1N1CCN(C(=O)CCS(=O)(=O)c2cccc3nonc23)CC1	?	29%	-14%	?	-22%	1%
CC(C)Cc1cc(C(=O)N(C)C2CCCN(Cc3ccccc3F)C2)n(C)n1 (stereo not drawn)	-9	143%[activator]	-2%	-20%	13%	-5%
Cc1ccc(C)c(CSc2nnc(-c3cccnc3)o2)c1	3	27%	0%	-2%	-4%	?
COc1ccc(CCN2C(=O)CN(Cc3ccccc3)CC2=O)cc1OC	8	2%	0%	6%	10%	-14%
Nc1c(N(Cc2ccco2)C(=O)COc2ccccc2F)c(=O)[nH]c(=O)n1Cc1ccccc1	0	-7%	/	-30%	17%	1%
Cc1c(Cc2ccccc2)c(NCCCO)n2c(nc3ccccc32)c1C#N	-37	-12%	-5%	6%	26%	5%
Cc1cc(=O)oc(C)c1C(=O)Nc1ccccc1F	4	-18%	-2%	14%	27%	-11%

A draw from above in order of molar mass, ascending:
SMILES	HCMV inh	AmpC inh no detg	FBPA Giardia inh	Sm TGR block	AMA1 RON2 block	AmpC detergent
Cc1ccc(C)c(CSc2nnc(-c3cccnc3)o2)c1	3	27%	0%	-2%	-4%	?
COc1cccc(NC(=O)c2ccc(Cn3cc([N+](=O)[O-])cn3)o2)c1	0	-28%	-1%	1%	1%	-5%
CCOc1ccccc1C1CC(c2cccs2)=NN1S(C)(=O)=O (stereo not drawn)	13	-2%	0%	4µM*	2%	-1%
O=C(CCC(=O)OCC(=O)c1ccc(Cl)cc1)NC1CCCCC1	-105*	23%	/	-21%	-2%	-6%
CCOC(=O)c1cnc2c(C(=O)OC)cccc2c1NCc1cccnc1	-15	21%	-21%	/	-14%	0%
Cc1c(Cc2ccccc2)c(NCCCO)n2c(nc3ccccc32)c1C#N	-37	-12%	-5%	6%	26%	5%
O=C(COC(=O)c1ccc2c(c1)S(=O)(=O)c1ccccc1C2=O)NC1CC1	4	-19%	0%	-2%	-3%	-4%
CC(C)Cc1cc(C(=O)N(C)C2CCCN(Cc3ccccc3F)C2)n(C)n1 (stereo not drawn)	-9	143%[activator]	-2%	-20%	13%	-5%
O=c1ccc(NS(=O)(=O)c2ccccc2)cn1Cc1ccc(Cl)c(Cl)c1	15	-22%	?	?	-9%	-5%
Cc1ccc(S(=O)(=O)N(CC(=O)Nc2ccccc2C(=O)O)c2ccccc2)cc1	-25	-40%	-4%	-15%	-18%	-1%
Cc1ccc(Cl)cc1N1CCN(C(=O)CCS(=O)(=O)c2cccc3nonc23)CC1	?	29%	-14%	?	-22%	1%
COCCN(CC(=O)Nc1cccc(C)c1C)C(=O)c1cc(-c2ccncc2)nc2ccccc12	12	110%[activator]	/	-8%	8%	?
Cc1cccc(N2CCN(C(=O)Cn3cnc4sc(C)c(S(=O)(=O)N5CCN(c6ncccn6)CC5)c4c3=O)CC2C)c1 (stereo not drawn)	-8	/	/	-4%	/	22%

Later entries.
SMILES	HCMV inh	AmpC inh no detg	FBPA Giardia inh	Sm TGR block	AMA1 RON2 block	AmpC detergent
O=[N+]([O-])c1ccc(N2CCCCC2)s1	-23	-28%	?	3%	-7%	3%
O=C(CNC(=O)Cn1ccc2ccccc2c1=O)NCCCN1CCCCCC1	8	102%[activator]	-14%	-27%	-7%	-14%
COC(=O)C1C(O)C(C)C(O)C(C)/C=C\C=C(/C)C(=O)Nc2c(C)c(OC(C)=O)c3c(c2O)C(=O)C(C)=C2OCOC(=C23)/C(C)=C/C(C)(O)C(O)C(C)C1O (stereo not drawn)	10	87%[activator]	?	-24%	-3%	5%
CCN(CC)S(=O)(=O)c1cccc(NC(=O)COC(=O)c2cc(=O)c3ccccc3o2)c1	-34	-10%	-3%	1%	-7%	0%
CC(C)(C)C(=O)Nc1ccc(-c2nc3ccccc3s2)cc1	-103*	/	/	0%	/	1%
O=C(/C=C/c1cccc([N+](=O)[O-])c1)N(c1ccccn1)c1ccccn1	-21	-11%	2%	5%	11%	4%
CCc1cccc(C)c1NC(=O)CN1C(=O)NC(CCc2ccccc2)C1=O (stereo not drawn)	9	-10%	/	/	-11%	/
O=C(CCC1(C(=O)O)CCC(=O)NC1)NCc1ccccc1 (stereo not drawn)	-20	-9%	7%	4%	-6%	-7%
COc1ccc(C(=O)c2oc3ccccc3c2NC(=O)c2cccc(OC)c2)cc1	-4	/	/	9%	/	12%
CC1(C)C(=O)OC(c2ccco2)C(C)(C)C1=O (stereo not drawn)	-6	-9%	6%	-3%	22%	-10%
CCOC(=O)C1(Cc2cccc(F)c2)CCN(CCCn2cccn2)CC1	0	2%	-1%	13%	-3%	0%
CCn1c(O)c(N=Nc2ccc3ccccc3n2)c2ccccc21	0	5%	-8%	-29%	0%	-5%
Cc1cc(Sc2nc(NC(C)C)nc(NC(C)C)n2)nc(Cl)n1	-15	2%	-2%	-22%	0%	3%
Cc1ccc(CN2CC34C=CC(O3)C(C(=O)NCc3ccc5c(c3)OCO5)C4C2=O)cc1 (stereo not drawn)	52	35%	0%	-29%	-13%	5%
CCC(CC)C(=O)Nc1c2c(nn1-c1ccc(C)cc1)CS(=O)(=O)C2	-34	-12%	16%	5%	-1%	-11%
O=C(CCNS(=O)(=O)c1ccc2c(c1)CCN2C(=O)C1CC1)N1CCN(c2cccc(C(F)(F)F)c2)CC1	-60*	/	/	4%	/	5%
CSCCC(NS(=O)(=O)c1ccc2[nH]c(=O)c(=O)[nH]c2c1)C(=O)O (stereo not drawn)	16	-6%	1%	9%	5%	-7%
Cc1ccc(NC(=O)c2nc(S(=O)(=O)Cc3ccccc3)ncc2Cl)cc1	-98*	-23%	0%	3.2µM*	-1%	8%
COc1ccc(NC(=O)CSc2nnc(NC(=O)C3CC3)s2)cc1OC	85	-27%	/	2%	-3%	3%
COc1ccc(C(=O)NC(C)c2nnc(SCC(=O)NC3CCCC3)n2C)cc1 (stereo not drawn)	-28	-24%	9%	3%	-3%	?
CCN(CC)S(=O)(=O)c1ccc(N2CCCC2)c(NC(=O)C2CCCCC2)c1	0	-12%	0%	3%	4%	5%
O=c1cc(-c2ccccc2)[nH]n1-c1nc2ccccc2s1	88	-59%	?	-25%	72%[activator]	0%
CN1/C(=C\C(=O)COC(=O)c2ccc([N+](=O)[O-])o2)C(C)(C)c2ccccc21	-22	-3%	?	-29%	-10%	2%
Cc1nc2ccccc2n1CCc1nc2c3ccccc3nc(SCc3ccccc3F)n2n1	7	/	/	-1%	/	0%
O=C(COC(=O)CCOc1ccccc1)NCc1ccco1	-12	-4%	1%	35µM*	-8%	?
Following part
SMILES	HCMV inh	AmpC inh no detg	FBPA Giardia inh	Sm TGR block	AMA1 RON2 block	AmpC detergent
c1ccc(C(Cc2nc(-c3ccccn3)no2)c2ccccc2)cc1	15	14%	8%	3%	8%	-12%
O=C(/C=N/O)NCCCN1CCCCCC1	-9	-13%	?	?	20%	-13%
COC(=O)C(N)Cc1ccc(OC)c([N+](=O)[O-])c1 (stereo not drawn)	-29	-12%	-8%	1%	3%	-3%
O=C(NCc1ccc(F)cc1)C(c1ccccc1)N(C(=O)c1csnn1)C1CCCC1 (stereo not drawn)	-6	-4%	-3%	0%	4%	-10%
O=C(c1ccccc1-c1nc(-c2ccc(F)cc2)no1)N1CCCC1	28	54%	2%	4%	-7%	-1%
O=C(CN1C(=O)NC2NC(=O)NC21)N/N=C/c1ccc(F)cc1 (stereo not drawn)	-5	-2%	4%	0%	0%	-10%
CCn1c(C)c(C(=O)NCCc2ccccc2)c2cc(OC)ccc21	120	14%	-1%	-2%	-7%	-8%
COCCCNC(=S)NNC(=O)C1CC1c1ccc(C(C)(C)C)cc1 (stereo not drawn)	-21	12%	5%	6%	88%[activator]	-14%
CCOC(=O)c1c(CN2CCN(C)CC2)n(C)c2cc(Br)c(OC)cc12	-38	86%[activator]	0%	-8%	-15%	-12%
CCOc1ccc(C(=O)Nc2cc3c(cc2N2CCCC2)n(CC)c(=O)n3CC)cc1OCC	-1	72%[activator]	?	?	0%	-4%
COc1cc(OC)cc(C(=O)NCC(=O)OC2CCOC2=O)c1 (stereo not drawn)	-17	-12%	-20%	?	15%	-2%

An unsorted share of the library, and some 7.8% of all compounds hit somewhere here.
